FBPA Giardia inh = Giardia lamblia aldolase inhibition. purified Giardia FBPA. Potency, µM (doses to about 59.6 µM), for the others: at the top dose activity, negative = inhibition, hits mostly inhibitors. 290,000 compounds, 0.71% hits; note: potency is the fitted concentration of half-maximal effect; nearly all actives have a fitted effect of over 55% in size
Target sequence (A8B2U2 whole entry, looked up): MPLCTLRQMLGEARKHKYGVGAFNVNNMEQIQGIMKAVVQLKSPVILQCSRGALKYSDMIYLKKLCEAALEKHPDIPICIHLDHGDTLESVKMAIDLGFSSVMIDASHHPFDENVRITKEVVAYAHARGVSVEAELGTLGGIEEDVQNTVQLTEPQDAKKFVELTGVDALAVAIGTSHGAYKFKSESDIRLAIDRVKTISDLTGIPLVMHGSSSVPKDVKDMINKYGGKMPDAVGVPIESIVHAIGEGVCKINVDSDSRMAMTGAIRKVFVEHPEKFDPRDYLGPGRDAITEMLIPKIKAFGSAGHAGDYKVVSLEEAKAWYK
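Giardia FBPA (40 nM reagent) was preincubated 10 min at RT with compound (up to 57.5 uM final), then substrate plus GAPDH/TPI/NAD/arsenate coupling system with diaphorase/resazurin was added; resorufin fluorescence (525/598 nm) was read after 20 min.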
HCV inhibitor = HCV inhibition | Huh7.5.1 HCVcc-Cre infection, luciferase reporter, 44 h | Potency, µM (titrated, usually from 41.8 µM), without a hit: at the top dose activity change, negative = inhibition, hits mostly inhibitors | 340,000 compounds, 3.4% hits | AID 651820; note: potency is the fitted concentration of half-maximal effect
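Infectious HCV cell culture screen: compound-treated cells (1,000/well, pre-plated 4 h) are infected with HCVcc-Cre at roughly 0.5 moi and grown 44 h. Infection is quantified by luciferase signal after 15 min substrate incubation at room temperature.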
Sm TGR block = inhibitors of Schistosoma mansoni thioredoxin glutathione reductase; purified TGR, DTNB reduction, TNB absorbance 405 nm; AID 485364; Potency, µM (series often up to 114 µM), without a hit: at the top dose activity change, negative = inhibition, usual class: inhibitors; 360,000 compounds, 3% hits; Q962Y6; note: potency is the fitted concentration of half-maximal effect; nearly all actives have a fitted effect of over 60% in size
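Kinetic colorimetric format: TGR-catalysed, NADPH-driven DTNB reduction monitored via TNB absorbance. Enzyme dispensed at 20 nM; compound exposure 15 min at room temperature before reaction start.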
AmpC inh no detg = AmpC beta-lactamase inhibition without detergent; AmpC nitrocefin hydrolysis, absorbance 480 nm, 0.0001% Triton; P00811; 330,000 compounds, 0.52% hits; Potency, µM (titrated, usually from 57.1 µM), inactives show top-dose activity change, negative = inhibition, most hits filed as inhibitors;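 note: potency is the fitted concentration of half-maximal effect; plate controls were no compound for no effect and no enzyme for full effect; nearly all actives have a fitted effect of over 20% in size; some results filed as inactive show a strong effect at the top dose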
Target sequence (P00811 whole entry, looked up): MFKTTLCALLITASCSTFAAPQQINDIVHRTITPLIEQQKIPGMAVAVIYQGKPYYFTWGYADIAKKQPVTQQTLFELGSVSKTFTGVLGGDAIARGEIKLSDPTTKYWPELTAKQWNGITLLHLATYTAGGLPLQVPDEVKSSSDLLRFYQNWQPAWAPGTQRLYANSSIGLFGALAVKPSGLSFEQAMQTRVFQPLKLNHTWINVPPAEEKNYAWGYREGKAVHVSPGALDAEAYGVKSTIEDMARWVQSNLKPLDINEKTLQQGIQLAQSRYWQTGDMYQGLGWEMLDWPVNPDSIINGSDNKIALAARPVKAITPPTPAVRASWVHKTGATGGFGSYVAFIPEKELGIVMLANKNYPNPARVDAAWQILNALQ
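AmpC (5.3 nM in the dispensed reagent) in 20 mM phosphate pH 7.0 with 0.01% (detergent screen) or 0.0001% Triton X-100 was preincubated with compounds for 15 min at room temperature. Nitrocefin was then added from an 800 uM solution, and hydrolysis was followed at 480 nm.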
AmpC detergent = AmpC beta-lactamase inhibition with detergent present. P00811. 370,000 compounds, 0.041% hits. Potency, µM (series often up to 114 µM), inactives show top-dose activity change, negative = inhibition, most hits filed as inhibitors. AmpC hydrolysis of nitrocefin, absorbance 480 nm, 0.01% Triton. AID 485294;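 note: potency is the fitted concentration of half-maximal effect; 0% = no-compound wells and -100% = no-enzyme wells; nearly all actives have a fitted effect of over 25% in size; some results filed as inactive show a strong effect at the top dose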
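AmpC (5.3 nM in the dispensed reagent) in 20 mM phosphate pH 7.0 with 0.01% (detergent screen) or 0.0001% Triton X-100 was preincubated with compounds for 15 min at room temperature. Nitrocefin was then added from an 800 uM solution, and hydrolysis was followed at 480 nm.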
HCMV antiviral = human cytomegalovirus inhibition | HFF cells, HCMV-luciferase reporter, 72 h; stronger effect = lower value | activity change, negative = inhibition, % at 57.5 µM | 410,000 compounds, 4.5% hits; in the data active = activity change below about -60%; inconclusive = no clear call, values can overlap the other calls; inactive = above about -39%
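Luciferase read-out from HCMV-luciferase-infected HFFs (MOI 1 PFU/cell) 72 h post infection at 37C; compounds added after 16 h cell attachment; activity normalized between buffer-only basal and Salinomycin (10uM) inhibitor controls.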
The depositor's hits bear a star; [ ] = remark or other dose. Unless noted, calls come from the whole dose curve; as a rule, active = well fitted curve in the direction sought with a large enough effect; inconclusive = small, poorly fitted or top-dose-only effect, or another doubt; inactive = no such curve, though single readings can be large; an effect the other way counts as inactive or inconclusive. Unless noted, % is set by controls: 0 for no effect and ±100 for the full control effect.

For Cn1c(N)c(C(=O)CSc2nnnn2-c2ccccc2)c(=O)n(C)c1=O the results were FBPA Giardia inh 1%, HCV inhibitor 13%, Sm TGR block 4%, AmpC inh no detg -11%, AmpC detergent 2% and HCMV antiviral -40.
`Cc1ccc(C)c(CN2C(=O)C3(c4ccccc42)N(c2ccc(Cl)cc2)C(=O)CS3(=O)=O)c1` (configuration not stated) gave Sm TGR block -2%, AmpC detergent 8% and HCMV antiviral -4.
For O=S(=O)(Nc1ccccn1)c1cccc(S(=O)(=O)c2ccc(Cl)cc2)c1 the results were FBPA Giardia inh 19%, HCV inhibitor 7%, Sm TGR block -2%, AmpC inh no detg -30%, AmpC detergent -1% and HCMV antiviral 39.
For C=CCC(CC=C)(CNC(=O)C(=O)Nc1cc(C)ccc1OC)c1ccc(OC)c(OC)c1 the results were Sm TGR block 6%, AmpC detergent 25% and HCMV antiviral 9.
Screening N/C(=N\OC(=O)CCCOc1ccccc1)c1cccc([N+](=O)[O-])c1 returned FBPA Giardia inh -3%, HCV inhibitor -10%, Sm TGR block 8%, AmpC inh no detg -25%, AmpC detergent inconclusive and HCMV antiviral 0.
For O=C1c2ccccc2NC(c2ccccc2Cl)N1N=C1CCCCCC1 (configuration not stated) the results were FBPA Giardia inh 0%, HCV inhibitor 9%, Sm TGR block -2%, AmpC inh no detg -53%, AmpC detergent -11% and HCMV antiviral -33.
Screening Cc1cc(C(=O)O)cc(S(=O)(=O)NNC(=O)c2cccs2)c1C returned FBPA Giardia inh -1%, HCV inhibitor 11%, Sm TGR block 8%, AmpC inh no detg -11% and AmpC detergent 4%.
Screening COc1ccc(-c2n[nH]c(C)c2-c2cnn(-c3ccccc3)c2)c(O)c1C returned FBPA Giardia inh 7%, HCV inhibitor 11µM*, Sm TGR block 8%, AmpC inh no detg -34%, AmpC detergent -13% and HCMV antiviral -77*.
CCN(CC)CCCNC(=O)Cn1c(-c2cccs2)cc2cc(Cl)ccc21 was read as Sm TGR block -2%, AmpC detergent 16% and HCMV antiviral -28.
O=C(NC1CCN(C(=S)NCc2ccco2)CC1)NC12CC3CC(CC(C3)C1)C2 was read as FBPA Giardia inh 4%, HCV inhibitor -7%, Sm TGR block -4%, AmpC inh no detg -34%, AmpC detergent -2% and HCMV antiviral 37.
Screening Cn1ncc(Br)c1C(=O)Nc1cccc(C(F)(F)F)c1 returned FBPA Giardia inh -11%, HCV inhibitor -8%, Sm TGR block 10%, AmpC inh no detg 4%, AmpC detergent 3% and HCMV antiviral 25.
For CCOc1ccccc1Nc1nnc(SCC(=O)NC(Cc2c[nH]c3ccccc23)C(=O)O)s1 (configuration not stated) the results were FBPA Giardia inh 6%, HCV inhibitor 5%, Sm TGR block 6%, AmpC inh no detg -15%, AmpC detergent -2% and HCMV antiviral -15.
`CC1CCN(c2ncccc2C(=O)O)CC1` gave FBPA Giardia inh 2%, HCV inhibitor 17%, Sm TGR block 8%, AmpC inh no detg -9%, AmpC detergent 1% and HCMV antiviral -30.
For Cc1ccccc1/C=N/n1c(COc2ccccc2)n[nH]c1=S the results were FBPA Giardia inh 8%, HCV inhibitor -10%, Sm TGR block -19%, AmpC inh no detg -14%, AmpC detergent -14% and HCMV antiviral -29.
For COc1ccc(Cc2nnc(SCc3c(C)noc3C)n2C2CCCCC2)cc1OC the results were FBPA Giardia inh 0%, HCV inhibitor -10%, Sm TGR block -25%, AmpC inh no detg 66%[activator], AmpC detergent inconclusive and HCMV antiviral 25.

Next part; it opens with the 3 that closed the last part.
`CC1CCN(c2ncccc2C(=O)O)CC1` gave FBPA Giardia inh 2%, HCV inhibitor 17%, Sm TGR block 8%, AmpC inh no detg -9%, AmpC detergent 1% and HCMV antiviral -30.
For Cc1ccccc1/C=N/n1c(COc2ccccc2)n[nH]c1=S the results were FBPA Giardia inh 8%, HCV inhibitor -10%, Sm TGR block -19%, AmpC inh no detg -14%, AmpC detergent -14% and HCMV antiviral -29.
For COc1ccc(Cc2nnc(SCc3c(C)noc3C)n2C2CCCCC2)cc1OC the results were FBPA Giardia inh 0%, HCV inhibitor -10%, Sm TGR block -25%, AmpC inh no detg 66%[activator], AmpC detergent inconclusive and HCMV antiviral 25.
`O=C(Nc1ccsc1C(=O)O)c1cccc(Oc2ccccc2)c1` gave FBPA Giardia inh 0%, HCV inhibitor inconclusive, Sm TGR block 8%, AmpC inh no detg -31%, AmpC detergent 1% and HCMV antiviral 32.
Screening CS(=O)(=O)N1CCN(c2ccccc2NC(=O)Cc2ccc(Cl)cc2)CC1 returned FBPA Giardia inh 2%, HCV inhibitor 2%, Sm TGR block 2%, AmpC inh no detg 0%, AmpC detergent -10% and HCMV antiviral -6.
For CCOc1ccc(/C=N/NC(=O)C2CC2)c(OCC)c1 the results were HCV inhibitor 4.5µM*, Sm TGR block -2%, AmpC inh no detg 9%, AmpC detergent -5% and HCMV antiviral -28.
Screening CCS(=O)(=O)c1ccc(O)c(NC(=O)/C=C/c2ccccc2)c1 returned FBPA Giardia inh 6%, HCV inhibitor -8%, Sm TGR block 0%, AmpC inh no detg -39%, AmpC detergent -5% and HCMV antiviral 76.
`Fc1ccc(CSc2ccc(-c3cccs3)nn2)cc1` gave FBPA Giardia inh 2%, HCV inhibitor 15%, Sm TGR block 1%, AmpC inh no detg -20%, AmpC detergent -7% and HCMV antiviral 32.
Screening O=C(Cn1cc([N+](=O)[O-])ccc1=O)NCC(=O)Nc1ccc(F)c(F)c1F returned HCV inhibitor -13%, AmpC inh no detg -15% and HCMV antiviral -3.
For CCn1cc(C(=O)OC)c(=O)c2ccc(C)nc21 the results were FBPA Giardia inh 0%, HCV inhibitor 8%, Sm TGR block 7%, AmpC inh no detg -25%, AmpC detergent 7% and HCMV antiviral 11.
`CCN(Cc1ccncc1)C(=O)c1cc(COc2c(C)cccc2C)on1` gave FBPA Giardia inh 1%, HCV inhibitor inconclusive, Sm TGR block -35%, AmpC inh no detg 147%[activator], AmpC detergent 5% and HCMV antiviral -21.
For Cc1cc(C)cc(N2C(=O)CSC23C(=O)N(CC(=O)NCCc2ccccc2)c2ccccc23)c1 (configuration not stated) the results were Sm TGR block -10%, AmpC detergent 0% and HCMV antiviral 4.
`CCCc1ccc2oc(C(=O)N(Cc3ccncc3)CC3CCCO3)c(C)c2c1` (configuration not stated) gave HCV inhibitor inconclusive, Sm TGR block -16%, AmpC inh no detg 180%[activator], AmpC detergent -4% and HCMV antiviral -13.
N/C(=N\OC(=O)c1ccco1)c1ccc(Br)cc1 was read as FBPA Giardia inh 5%, HCV inhibitor 2%, Sm TGR block 0%, AmpC inh no detg -13%, AmpC detergent -12% and HCMV antiviral 0.
CCOC(=O)C1CCCN(S(=O)(=O)c2cc(-c3cc(C)no3)ccc2OC)C1 (configuration not stated) was read as Sm TGR block 6%, AmpC detergent 7% and HCMV antiviral -10.
`CCOc1ccc(CONS(=O)(=O)c2ccc(NC(C)=O)cc2)cc1Cl` gave FBPA Giardia inh -4%, HCV inhibitor inconclusive, Sm TGR block -3%, AmpC inh no detg -12%, AmpC detergent -10% and HCMV antiviral -22.
`CC1(NC(=O)NCCCCCCNC(=O)NC2(C)CCS(=O)(=O)C2)CCS(=O)(=O)C1` (configuration not stated) gave HCV inhibitor 9%, Sm TGR block 4%, AmpC inh no detg -7%, AmpC detergent -7% and HCMV antiviral -8.
Screening Cc1ccc(C(=O)Nc2ccnc(-c3cccnc3)n2)cc1 returned FBPA Giardia inh 6%, HCV inhibitor inconclusive, Sm TGR block 4%, AmpC inh no detg -7%, AmpC detergent -11% and HCMV antiviral -11.
`Cc1ccc(N(CC(=O)Nc2ccc3c(c2)OCCO3)S(C)(=O)=O)cc1` gave FBPA Giardia inh -7%, HCV inhibitor -2%, Sm TGR block 2%, AmpC inh no detg -2%, AmpC detergent 5% and HCMV antiviral 37.
For COc1ccc(CCN2CC(C(=O)NCc3c(C)n[nH]c3C)CCC2=O)cc1 (configuration not stated) the results were Sm TGR block 5%, AmpC inh no detg 3%, AmpC detergent 3% and HCMV antiviral 12.
Screening COC(=O)c1ccc(CN2CCN(CCCc3ccccc3)C(CCO)C2)cc1 (configuration not stated) returned FBPA Giardia inh 1%, HCV inhibitor -18%, Sm TGR block -14%, AmpC inh no detg 44%, AmpC detergent 8% and HCMV antiviral -27.
S=c1nc(-c2ccccc2)n(Cc2ccco2)c2c1CCCC2 was read as FBPA Giardia inh -12%, Sm TGR block 35µM*, AmpC inh no detg -41% and AmpC detergent -3%.
For CN(CC(=O)Nc1cccc(C(F)(F)F)c1)C1=NS(=O)(=O)c2ccccc21 the results were HCV inhibitor inconclusive, AmpC inh no detg -1% and HCMV antiviral -22.
CCOC(=O)c1c(NC(=O)c2ccoc2C)sc(C)c1C was read as FBPA Giardia inh 0%, HCV inhibitor inconclusive, Sm TGR block 18%, AmpC inh no detg -19%, AmpC detergent -9% and HCMV antiviral -15.
COc1ccc([N+](=O)[O-])cc1NC(=O)C(C)OC(=O)c1ccccc1C(=O)c1ccc(Cl)cc1 (configuration not stated) was read as FBPA Giardia inh 1%, HCV inhibitor inconclusive, Sm TGR block -4%, AmpC inh no detg -28%, AmpC detergent inconclusive and HCMV antiviral -65*.
Screening CC(C)c1ccc(NC(=O)C(c2ccccc2)N2CCOCC2)cc1 (configuration not stated) returned FBPA Giardia inh -3%, HCV inhibitor 7%, Sm TGR block 1%, AmpC inh no detg 59%, AmpC detergent -13% and HCMV antiviral -28.
O=C(NCCc1ccc(C(F)(F)F)cc1)c1ccc2c(c1)OCO2 was read as HCV inhibitor 0%, Sm TGR block 2%, AmpC inh no detg -31%, AmpC detergent inconclusive and HCMV antiviral -38.
For CCN(CC)CCOc1ccccc1C(C)=O the results were FBPA Giardia inh inconclusive, HCV inhibitor 31%[activator], AmpC inh no detg -24%, AmpC detergent 0% and HCMV antiviral -9.
For COc1ccc(C(=O)N[C@H](C(=O)N2CCN(c3ccccc3F)CC2)C(C)C)cc1 the results were FBPA Giardia inh 4%, HCV inhibitor -1%, Sm TGR block -16%, AmpC inh no detg -24%, AmpC detergent 0% and HCMV antiviral -5.

As a short view, part of the list above.
`Cc1ccc(N(CC(=O)Nc2ccc3c(c2)OCCO3)S(C)(=O)=O)cc1` gave FBPA Giardia inh -7%, HCV inhibitor -2%, Sm TGR block 2%, AmpC inh no detg -2%, AmpC detergent 5% and HCMV antiviral 37.
For COc1ccc(CCN2CC(C(=O)NCc3c(C)n[nH]c3C)CCC2=O)cc1 (configuration not stated) the results were Sm TGR block 5%, AmpC inh no detg 3%, AmpC detergent 3% and HCMV antiviral 12.
Screening COC(=O)c1ccc(CN2CCN(CCCc3ccccc3)C(CCO)C2)cc1 (configuration not stated) returned FBPA Giardia inh 1%, HCV inhibitor -18%, Sm TGR block -14%, AmpC inh no detg 44%, AmpC detergent 8% and HCMV antiviral -27.
S=c1nc(-c2ccccc2)n(Cc2ccco2)c2c1CCCC2 was read as FBPA Giardia inh -12%, Sm TGR block 35µM*, AmpC inh no detg -41% and AmpC detergent -3%.
